TDP1 block = qHTS Assay for Inhibitors of Tyrosyl-DNA Phosphodiesterase (TDP1) | recombinant TDP1, AlphaScreen DNA substrate cleavage | AID 485290, 2010 | Potency, µM (doses to about 130 µM), without a hit: at the top dose activity change, negative = inhibition, hits mostly inhibitors | 350,000 compounds, 0.28% hits | Tyrosyl-DNA phosphodiesterase 1 (Homo sapiens), Q9NUW8; note: nearly all actives have a fitted effect of over 40% in size
Target sequence (Q9NUW8 whole entry, looked up): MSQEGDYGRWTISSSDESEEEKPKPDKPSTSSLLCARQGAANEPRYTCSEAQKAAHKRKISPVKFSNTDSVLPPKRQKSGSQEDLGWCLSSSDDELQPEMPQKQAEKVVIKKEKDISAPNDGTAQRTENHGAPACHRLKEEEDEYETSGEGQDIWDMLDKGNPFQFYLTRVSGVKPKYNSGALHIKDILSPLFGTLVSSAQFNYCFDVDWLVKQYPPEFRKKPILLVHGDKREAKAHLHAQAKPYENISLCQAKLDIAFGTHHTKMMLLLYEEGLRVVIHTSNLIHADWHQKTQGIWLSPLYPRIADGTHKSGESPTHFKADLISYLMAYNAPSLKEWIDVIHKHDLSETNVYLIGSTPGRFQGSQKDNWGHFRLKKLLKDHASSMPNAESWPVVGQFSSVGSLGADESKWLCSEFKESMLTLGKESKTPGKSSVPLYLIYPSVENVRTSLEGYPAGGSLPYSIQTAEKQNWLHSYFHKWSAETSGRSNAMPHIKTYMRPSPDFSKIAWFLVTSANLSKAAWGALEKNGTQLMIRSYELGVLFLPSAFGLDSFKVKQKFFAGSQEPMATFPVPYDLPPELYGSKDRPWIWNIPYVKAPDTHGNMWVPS
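AlphaScreen read-out: signal falls as enzyme removes the 3' tyrosine-FITC from a 5'-biotinylated DNA oligo (15 nM, 5 min, RT). Enzyme was E. coli-made recombinant Tdp1 at 1 nM, exposed to compound for 15 min beforehand; beads 10 ug/ml, 10 min.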
TDP1 cell noCPT = qHTS for Inhibitors of human tyrosyl-DNA phosphodiesterase 1 (TDP1): qHTS in cells in absence of CPT. AID 686978, 2013. Potency, µM (titrated, usually from 46.2 µM), without a hit: top-dose activity change, negative = growth inhibition, hits mostly inhibitors. DT40 Tdp1-/- hTDP1 cells, no CPT, ATP luminescence, 48 h. 420,000 compounds, 15% hits; note: nearly all actives have a fitted effect of over 55% in size
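Cells were dispensed at 400 per well, compounds added by pin tool, plates incubated ≥48 hr at 37 °C, then CellTiter-Glo added for 30 min at room temperature before luminescence reading. Line: DT40 Tdp1-/- complemented with hTDP1; camptothecin omitted.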
DT40 TDP1 CPT = qHTS for Inhibitors of human tyrosyl-DNA phosphodiesterase 1 (TDP1): qHTS in cells in presence of CPT. chicken DT40 Tdp1-/-;hTDP1 cells + 20 nM CPT, ATP luminescence, 48 h. Potency, µM (top dose mostly 46.2 µM), without a hit: top-dose activity change, negative = growth inhibition, most hits filed as inhibitors. 420,000 compounds, 12% hits. AID 686979, 2013; note: nearly all actives have a fitted effect of over 55% in size
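Cell growth measured by CellTiter-Glo luminescence after a minimum 48 h, 37 C compound exposure with 20 nM CPT in Tdp1-knockout DT40 cells stably expressing hTDP1, seeded 400/well; qHTS titration format.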
An asterisk follows results filed as active; ? = inconclusive; / = not tested or not shown; [ ] = remark or other dose. Calls come from the whole dose curve; as a rule, active = well fitted curve in the direction sought with a large enough effect; inconclusive = small, poorly fitted or top-dose-only effect, or another doubt; inactive = no such curve, though single readings can be large; an effect the other way counts as inactive or inconclusive. % is set by controls: 0 for no effect and ±100 for the full control effect; potency is the fitted concentration of half-maximal effect. Compounds as they come; any-hit rate near 18%.

Under each structure – DT40 TDP1 CPT, TDP1 cell noCPT, TDP1 block
CN(C)S(=O)(=O)c1cccc(-c2nnc(-c3ccccc3)o2)c1
    -29.5%, -7.3%, -0.7%
O=C(Cn1cnc2c(cnn2-c2ccc(Cl)cc2)c1=O)NCCc1ccccc1
    -1.9%, -18.1%, 2.8%
O=C(COc1ccc(Br)cc1Br)NC(=S)N1CCCc2ccccc21
    0.0%, -3.9%, 9.3%
COC(=O)CN1C(=O)[C@H]2[C@@H](/C=C/c3ccccc3)N3C(=O)CN(Cc4ccccc4)C(=O)[C@@]3(Cc3ccccc3)[C@H]2C1=O
    -9.6%, -15.4%, /
Cc1ccc(C)c(S(=O)(=O)C(C#N)c2nc3ccccc3nc2N2CC(C)OC(C)C2)c1 (stereo not given)
    ?, ?, 9.1%
CCOC(=O)[C@@H]1[C@H]2COc3cc(OC)ccc3[C@H]2N2C(=O)N(c3ccc(C(F)(F)F)cc3)C(=O)[C@]12C
    14.6µM*, 20.6µM*, 0.8%
COc1ccc(S(=O)(=O)c2cc3cc(C(C)(C)C)cc(O)c3oc2=O)cc1
    ?, -32.1%, 6.9%
CCn1c2ccccc2c2nnc(SCC(=O)Nc3cc(C)on3)nc21
    -3.7%, 3.1%, -9.6%
CCCCC[C@@H]1[C@@H]2C(=C(OCC)C[C@@H]3C(=O)N(c4ccccc4)C(=O)[C@H]23)[C@H](c2ccccc2)N1S(=O)(=O)c1ccc(C)cc1
    -17.8%, -28.8%, /
CC(=O)Oc1ccc2c(c1)Oc1cc(OC(C)=O)ccc1C21OC(=O)c2ccccc21
    -9.9%, -27.5%, 4.2%
COC(CN(C)C(=O)C1CCC(CNS(=O)(=O)c2ccc(C)cc2)CC1)OC (stereo not given)
    ?, ?, /
CCN(Cc1cc2ccccc2[nH]c1=O)S(=O)(=O)c1ccccc1
    -9.7%, -24.2%, 4.1%
COc1ccc(CNC(=O)CCCn2c(SCC(N)=O)nc3cc4c(cc3c2=O)OCO4)cc1
    -13.1%, -0.1%, 0.5%
CNC(=S)Nc1ccc2nc(C)oc2c1
    0.3%, 3.7%, 0.0%
O=C(NN1C(=O)C2C3C=CC(C4CC34)C2C1=O)c1cccc(Cl)c1 (stereo not given)
    -20.0%, -0.1%, 4.5%
CSc1cccc(NS(=O)(=O)c2ccc3c(c2)CCN3C(C)=O)c1
    9.2µM*, 3.66µM*, /
CCN(CC)S(=O)(=O)c1ccc2c(c1)nc(CN(C)C(=O)Nc1ccc(C)c(Cl)c1)n2C
    ?, ?, 1.2%
COc1ccc(CNC(=O)COC(=O)c2ccc(C)c(S(=O)(=O)N3CCOCC3)c2)cc1
    -2.2%, -8.9%, -3.4%
CCOC(=O)c1cnn(-c2nc(-c3ccccc3)nc3c2COC(C)(C)C3)c1N
    -21.6%, ?, -4.1%
O=C(/C=C/c1ccc(Cl)cc1)Nc1nc(-c2cccs2)ns1
    ?, ?, -1.6%
O=C(CCCn1c(SCC(=O)c2ccc(F)cc2)nc2ccccc2c1=O)NCc1ccccc1
    -26.5%, ?, -1.8%
O=C(CCc1c[nH]c2ccccc12)NCc1ccncc1
    -0.6%, -8.1%, 8.9%
COCCCN1C(=O)c2ccc(C(=O)Nc3ccc(OC)cc3OC)cc2C1=O
    -5.1%, 3.0%, 1.0%
O=C(COCc1cc(-c2ccc3c(c2)OCO3)on1)NCc1ccccc1Cl
    -26.2%, ?, 3.7%
COc1cc(CC(=O)Nc2nc(C)cs2)cc(OC)c1OC
    11.6µM*, 20.6µM*, 7.5%
Cc1ccc(N2C(=O)NC(NC(=O)c3ccc(Cl)cc3)(C(F)(F)F)C2=O)cc1 (stereo not given)
    1.6%, ?, 0.0%
C=CCNc1nc(C(=O)OCC(=O)c2ccc(Cl)cc2)cs1
    14.3%, -12.5%, -3.8%
CCCn1c2ccccc2c2cnn(CC(=O)NCCc3ccc(OCC)cc3)c(=O)c21
    ?, 23.1µM*, 3.7%
CN1CC(=O)N(CC(=O)Nc2ccc3c(c2)CCC3)C1=O
    5.6%, -2.3%, 6.1%
O=C(N1CCCCC1)N1CCN(c2ccc(Cl)cc2)CC1
    -26.7%, ?, 1.1%
CCCCSC(=S)NC1CCS(=O)(=O)C1 (stereo not given)
    9.2µM*, 11.6µM*, 5.6%
CCOc1ccc(-n2c(N)c(-c3nc4ccccc4n3C)c3nc4ccccc4nc32)cc1
    ?, ?, -0.6%
COc1cc(C(=O)c2nccc3cc(OC)c(OC)cc23)c([N+](=O)[O-])cc1OC
    -7.0%, -27.0%, 11.0%
CCOc1cc(N2CCOCC2)c(OCC)cc1NC(=O)COC(=O)CCOc1cc(C)ccc1C
    ?, 23.1µM*, 4.6%
CCn1c(=N)c(C(=O)NCc2ccccc2)cc2c(=O)n3cccc(C)c3nc21
    -17.2%, -26.9%, /
CNc1nc(-c2cccc(NS(C)(=O)=O)c2)nc2ccccc12
    -23.3%, -4.5%, /
CCSC1=N/C(=C\c2ccccc2)C(=O)N1c1ccc(OC)cc1
    ?, 20.6µM*, -3.7%
COc1ccc(OC)c(-n2c(=S)[nH]c3c(sc(=S)n3-c3ccccc3C)c2=O)c1
    ?, -24.4%, 2.5%
CCc1ccccc1NC(=O)CSCc1cnn(-c2ccccc2)c1-n1cccc1
    ?, ?, 5.7%
COc1ccc(/C=C(\NC(=O)c2ccccc2)C(=O)NCCN2CCOCC2)cc1OC
    10.4%, -21.7%, /
CCn1cc(C(=O)N2CCN(c3ccccc3F)CC2)c(=O)c2ccc(C)nc21
    -17.1%, -9.7%, /
O=C(Nc1ccccc1)[C@@H]1[C@@H]2C(=O)N(c3ccc(F)cc3)C(=O)[C@@H]2[C@H]2C=CC=NN21
    2.3%, -14.1%, 10.6%
Cc1nc(NC(=O)c2ccccc2)sc1-c1csc(NCc2ccco2)n1
    23.1µM*, 23.1µM*, 11.3%
Cc1[nH]ccc(=O)c1OC1OC(CO)C(O)C(O)C1O (stereo not given)
    4.3%, 0.2%, 1.3%
CC(C)C[C@H]1CN(CCCC[C@@H]2CNC(=O)C(=O)N2CCc2ccccc2)C(=O)C(=O)N1CCC1CCCCC1
    ?, ?, /
COc1ccccc1OCc1ccc(C(=O)OCC2CCCO2)o1 (stereo not given)
    -24.7%, -24.9%, 2.6%
CCOc1ccc(Cn2c(=O)sc3ccccc32)cc1OC
    ?, ?, 1.9%
CCc1cc2cccc(C)c2nc1SCC(=O)Nc1cc(C)on1
    10.0%, -3.7%, -3.6%
Cc1ccc(/C=C2\NC(=S)NC2=O)cc1[N+](=O)[O-]
    -4.8%, ?, 5.8%
COc1ccc(OC)c(NC(=O)CCc2nnc3ccc(N4CCC(C)CC4)nn23)c1
    -29.7%, ?, 3.2%
C(=C\c1c[nH]c2ccccc12)/c1ccc2ccccc2n1
    ?, ?, /
COc1ccc(CC(=O)NCc2ccc3c(c2)cc(C)n3C)cc1
    -1.4%, 8.1%, 0.0%
COc1cccc(OC)c1C(=O)Nc1ccc(CN2CCCCC2)cc1
    -13.6%, 3.3%, 0.0%
CCN(C[C@H]1N[C@@](Cc2ccccc2)(C(=O)OC)[C@H]2C(=O)N(Cc3ccccc3)C(=O)[C@@H]12)C(=O)NC(C)C
    ?, ?, 3.3%
COc1cc(C(=O)NCCCOC(C)C)ccc1OC1CCN(C(C)=O)CC1
    -6.7%, 3.0%, /
COc1ccc(OC)c(C(C)NC(=O)c2ccco2)c1 (stereo not given)
    23.1µM*, ?, 4.0%
CCOc1ccccc1C(=O)Nc1ccc(S(=O)(=O)N2CCCCC2c2cccnc2)cc1 (stereo not given)
    18.4µM*, 18.4µM*, -4.4%
COCCN(C(=O)C(C)C)c1nnc(-c2cccc(C)c2)s1
    -6.0%, -21.4%, -4.2%
COc1cccc2cc(C(=O)NCc3ccc(C)cc3)c(=O)oc12
    -1.6%, -18.5%, /
COc1ccc(C(=O)Nc2ccc(Cl)cc2C(=O)N2CCOCC2)cc1
    1.3%, 2.7%, 2.4%

Filtered by structure, the compounds so far containing fluorine
Under each structure – DT40 TDP1 CPT, TDP1 cell noCPT, TDP1 block
CCOC(=O)[C@@H]1[C@H]2COc3cc(OC)ccc3[C@H]2N2C(=O)N(c3ccc(C(F)(F)F)cc3)C(=O)[C@]12C
    14.6µM*, 20.6µM*, 0.8%
O=C(CCCn1c(SCC(=O)c2ccc(F)cc2)nc2ccccc2c1=O)NCc1ccccc1
    -26.5%, ?, -1.8%
Cc1ccc(N2C(=O)NC(NC(=O)c3ccc(Cl)cc3)(C(F)(F)F)C2=O)cc1 (stereo not given)
    1.6%, ?, 0.0%
CCn1cc(C(=O)N2CCN(c3ccccc3F)CC2)c(=O)c2ccc(C)nc21
    -17.1%, -9.7%, /
O=C(Nc1ccccc1)[C@@H]1[C@@H]2C(=O)N(c3ccc(F)cc3)C(=O)[C@@H]2[C@H]2C=CC=NN21
    2.3%, -14.1%, 10.6%

The listing continues:
Under each structure – DT40 TDP1 CPT, TDP1 cell noCPT, TDP1 block
CC1CC1C(=O)OCC(=O)NNC(=O)c1ccc([N+](=O)[O-])cc1 (stereo not given)
    10.6%, 9.0%, 0.8%
Cn1c(CC(=O)Nc2ccc(Cl)c(Cl)c2)nnc1SCC(=O)N1CCN(c2ccccc2)CC1
    ?, ?, 2.0%
COC(=O)c1ccccc1NC(=O)C(C)n1nc(C)c2c(C)n(-c3ccccc3)nc2c1=O (stereo not given)
    ?, ?, 4.6%
CC(=O)C1=C(O)CC(C)(C)CC1=NCCc1nc2ccccc2[nH]1
    -15.2%, -19.8%, 2.6%
Cc1cc(C)nc(NS(=O)(=O)c2ccc(NC(=O)c3cc4c(=O)n5cccc(C)c5nc4n3C)cc2)n1
    ?, ?, -4.5%
CCCN1CCN(C(=O)CCNC(=O)Cn2cnc3ccccc3c2=O)CC1
    -6.2%, -9.4%, -9.4%
O=C(Nc1ccc2oc(-c3cccnc3)nc2c1)c1ccc(Br)o1
    ?, ?, 5.6%
C=CCOc1ccc2nnc(C)n2n1
    3.0%, -4.5%, 2.5%
CCOc1ccc(N(CC)S(=O)(=O)N2CCCC(C(=O)Nc3ccc(C(C)=O)cc3)C2)cc1 (stereo not given)
    20.6µM*, 23.1µM*, 2.6%
COc1ccc(C(CNC(=O)c2cccc(S(=O)(=O)Nc3ccc(Br)cc3)c2)N(C)C)cc1 (stereo not given)
    ?, ?, /
CC(C)Cn1c(=O)c2ccccc2n2c(CCC(=O)NC(C)c3ccccc3)nnc12 (stereo not given)
    5.6%, -2.4%, 3.9%
CC(=O)ON1C(C)(C)Cc2noc(N)c2C1(C)C
    7.4%, -5.8%, 1.0%
CCc1ccccc1NC(=S)N(CCN(C)C)C(C)c1ccccn1 (stereo not given)
    -5.1%, -2.1%, 1.0%
CCn1cc(S(=O)(=O)c2ccc(C)cc2)c(=O)c2cc(F)c(N3CCCCCC3)cc21
    16.4µM*, 18.4µM*, 8.7%
CS(=O)(=O)N(CC(N)=O)c1cccc(Br)c1
    -2.0%, 4.9%, 0.0%
CN(C(=O)COC(=O)c1ccc(Cl)s1)C1(C#N)CCCCC1
    8.5%, 3.2%, -7.8%
COc1ccccc1CCC(=O)N(C)C1CCCN(Cc2ccccc2F)C1 (stereo not given)
    ?, -13.9%, /
CCOC(=O)C1(CCOc2ccccc2)CCN(Cc2cccn2-c2cccnc2)CC1
    ?, ?, 7.3%
Cc1ccc(C2NNC(=O)C2NC(=O)c2ccccc2)cc1 (stereo not given)
    -11.4%, -5.0%, 7.9%
O=C1/C(=C/c2ccccn2)SC(=S)N1c1cccc(O)c1
    ?, ?, 0.0%
CCN1CCN(C(=O)Nc2cc(Cl)ccc2OC)CC1
    31.9%[activator], 3.8%, 3.5%
CC(C)c1cccc(C(C)C)c1Nc1cn[nH]c1
    14.6µM*, 20.6µM*, /
O=C(N/N=C/c1cccs1)c1ccc(-n2cccc2)cc1
    1.8%, ?, 6.0%
CC1CCCC(NC(=O)COC(=O)/C=C/c2ccc3c(c2)OCO3)C1C (stereo not given)
    19.9%, -5.1%, -2.7%
CSc1ccc(-c2cc(=O)c3ccccc3o2)cc1
    ?, ?, -5.3%
Nc1nc(N)nc(-c2ccccn2)n1
    9.8%, 2.7%, 0.0%
CCCCNC(=O)Nc1c(C(=O)OC)[nH]c2ccc(C)cc12
    -23.1%, ?, 4.9%
CCOc1cc(C(=O)Nc2cc(OC)cc(OC)c2)ccc1OCC(=O)N1CCOCC1
    -27.1%, ?, 1.5%

Compound activity from PubChem.
